GAA glycogen: qHTS Assay for Inhibitors and Activators of Human alpha-Glucosidase Cleavage of Glycogen; recombinant GAA, glycogen substrate, Amplex Red glucose oxidase fluorescence; Potency, µM (doses to about 76.4 µM), for the others: at the highest dose activity change, negative = inhibition, most hits filed as inhibitors; hit rate 0.38% among 300,000; AID 2100, 2009; active = well fitted inhibition curve with a large enough effect; inconclusive = small, poorly fitted or top-dose-only effect, or another doubt; inactive = no such curve, though single readings can be large or run the other way;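 also: 0% = full enzyme reaction and -100% = no-enzyme basal signal; the screen sought inhibitors and activators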
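Recombinant enzyme (4 nM final) with compounds titrated up to 77 uM and bovine liver glycogen (30 ug) in citrate pH 5.0, 0.01% Tween-20, 37 C 40 min. Released glucose detected by Amplex Red/glucose oxidase (Ex 573/Em 610); AC50 from Hill fits.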
* hit, by the source's call; ? = inconclusive; [ ] = dose if it differs, or a comment. Potency is read from the fitted curve at half-maximal effect.

SMILES | GAA glycogen
CCc1ccc(Nc2n[n+](-c3ccccc3)c(-c3ccc(N(CC)CC)cc3)s2)cc1 | -15.5%[76.3 µM]
Oc1cccc(N2Cc3ccccc3C2)c1 | -12.8%
O=C(NC(Cc1ccccc1)C(=O)O)C1CCN(S(=O)(=O)c2cccc(C(F)(F)F)c2)CC1 (configuration not stated) | -12.5%
CN(CC(=O)NC1CCCCCC1)S(=O)(=O)c1ccc(F)cc1 | -17.9%[76.3 µM]
CN1CCC(=O)N([C@H](CN=[N+]=[N-])c2ccccc2)CC1 | -4.0%[76.3 µM]
Cc1cc(=O)oc2cc(OCC(=O)NC3CCN(Cc4ccccc4)CC3)c(Cl)cc12 | -8.3%[76.3 µM]
CSCC[C@H](NC(=O)[C@H](Cc1ccccc1)n1c(=O)[nH]c2ccccc2c1=O)C(=O)N[C@@H](Cc1ccccc1)C(=O)O | 5.3%[76.3 µM]
COc1ccc(NC(=O)N2CCNC(=O)C2CC(=O)Nc2ccc(F)cc2)cc1 (configuration not stated) | 4.6%[76.3 µM]
O=C(CSc1nnc(NC(=O)C2CCC2)s1)Nc1ccccc1F | 11.4%[76.3 µM]
COc1ccc(C(=O)NN=C2CCCC2)c(OC)c1 | 1.3%[76.3 µM]
CCc1ccccc1N1C(=O)CN(Cc2cc(OC)c(OC)c(OC)c2)C1=S | -0.6%
Cc1cc(NC(C)c2ccccc2)n2ncc(-c3ccccc3)c2n1 (configuration not stated) | -17.9%
CC(C)(CO)Nc1ncnc2onc(-c3ccc(F)cc3)c12 | -3.9%
COC(=O)c1cnc(SCC(=O)c2ccccc2)n1C | -0.2%
Cc1oc2c(CN3CCCCC3)c(O)ccc2c(=O)c1-c1ccc(Br)cc1 | 4.5%
CCCN(CCC)c1nc2c(C)cccn2c(=O)c1/C=C1/SC(=S)N(Cc2ccco2)C1=O | -1.8%
Cc1c(C(=O)Nc2c(C)n(C)n(-c3ccccc3)c2=O)oc2ccc(Cl)cc12 | -3.4%[76.3 µM]
O=C(CCS(=O)(=O)c1cccc2nonc12)Nc1ccc(Br)cc1 | -1.6%
CC(=O)c1cccc(Oc2ncccn2)c1 | -5.1%
COC(=O)c1c(-c2ccccc2)nn(-c2ccccc2)c1C(=O)OC | -16.3%[76.3 µM]
O=C(NCCS(=O)(=O)N1CCN(c2cccc(Cl)c2)CC1)c1cc(=O)c2ccccc2o1 | -0.2%[76.3 µM]
O=C(NC1CCCC1)C(c1c(F)cccc1Cl)N(C(=O)c1csnn1)C1CC1 (configuration not stated) | 1.3%[76.3 µM]
CC(=O)Nc1nnc(S(=O)(=O)N2CCN(c3ccc(Cl)cc3[N+](=O)[O-])CC2)s1 | -8.5%[76.3 µM]
Cc1noc(C)c1CSCC(=O)N(CCC(C)C)c1c(N)n(Cc2ccccc2)c(=O)[nH]c1=O | -2.3%[76.3 µM]
COc1ccccc1C1CC(c2cccs2)=NN1C(=O)CCC(=O)O (configuration not stated) | 10.4%[76.3 µM]
Cc1cc(C(=O)N/N=C/C=C/c2ccc(Br)cc2)n[nH]1 | -6.1%[76.3 µM]
O=Cc1ccc(OCc2ccc3c(c2)OCO3)cc1 | 7.7%[76.3 µM]
Cc1cccc(C(=O)Nc2cc(NC(=O)c3cccs3)ccc2C)c1 | 10.8%[76.3 µM]
CCCCCc1ccc(-c2cn(Cc3ccc(C)cc3)nn2)cc1 | -2.0%[76.3 µM]
CC(C)(C)NC(=O)C1CCN(C(=O)c2ccco2)CC1 | 11.2%[76.3 µM]

In a second layout: 5 of the compounds above.
GAA glycogen | mol
-17.9%[76.3 µM] | CN(CC(=O)NC1CCCCCC1)S(=O)(=O)c1ccc(F)cc1
-4.0%[76.3 µM] | CN1CCC(=O)N([C@H](CN=[N+]=[N-])c2ccccc2)CC1
-8.3%[76.3 µM] | Cc1cc(=O)oc2cc(OCC(=O)NC3CCN(Cc4ccccc4)CC3)c(Cl)cc12
5.3%[76.3 µM] | CSCC[C@H](NC(=O)[C@H](Cc1ccccc1)n1c(=O)[nH]c2ccccc2c1=O)C(=O)N[C@@H](Cc1ccccc1)C(=O)O
4.6%[76.3 µM] | COc1ccc(NC(=O)N2CCNC(=O)C2CC(=O)Nc2ccc(F)cc2)cc1 (configuration not stated)

(more compounds)
SMILES | GAA glycogen
Cc1ccc(C)c(OC(=O)c2cccc(S(=O)(=O)N3CCN(C)CC3)c2)c1 | 2.2%[76.3 µM]
COc1ccc(C(=O)Nc2ccc(NC(=O)c3ccccn3)cn2)cc1 | -9.2%[76.3 µM]
COC(=O)C(Cc1ccccc1)NC(=O)CCCC(=O)NCc1cccc(OC)c1 (configuration not stated) | 2.3%[76.3 µM]
COc1cccc(CNC(=O)CCCn2c(=O)c3cccn3c3ccc(F)cc32)c1OC | 16.1%[76.3 µM]
C#CCOc1ccc(C2C3=C(CCCC3=O)N(CC(=O)O)C3=C2C(=O)CCC3)cc1Br | -13.6%
O=[N+]([O-])c1c(Nc2ccc(Br)cc2)ccc2nonc12 | -0.7%
N#CCc1ccc(NC(=O)Nc2cccc3ccccc23)cc1 | 2.6%
O=C(NCc1ccccc1)c1ccc2c(=O)n3c(nc2c1)CCCCC3 | -13.2%
Cc1ccc(S(=O)(=O)N(C)C)cc1NC(=O)C(C)N(C)CCOc1ccc(Cl)cc1 (configuration not stated) | 3.0%
CC(=O)Nc1nonc1-c1nnc(SCC(=O)Nc2ccc(C)c(Cl)c2)n1-c1ccccc1 | 7.9%[76.3 µM]
Cc1nnc(SCCC(=O)Nc2ccc(Cl)cc2)o1 | 2.6%[76.3 µM]
COc1ccc(/C=N/N=C/c2ccc(OC)cc2)cc1 | 5.0%
CCOc1cc(CNCc2ccccc2)ccc1OCc1ccc(Cl)cc1 | -0.8%
Cc1cnc(C(=O)NCc2ccc(F)cc2)cn1 | -5.4%
Cc1cc(C)c2c(-n3cccc3)c(C(=O)NCC(C)c3ccccc3)sc2n1 (configuration not stated) | 1.9%[76.3 µM]
COc1cc(NC(=O)Cn2ccn(Cc3ccccc3OC)c(=O)c2=O)cc(OC)c1 | -15.0%[76.3 µM]
COC(=O)c1sccc1NC(=O)Nc1ccccc1OC | 8.3%[76.3 µM]
Cc1cc(C)nc(NS(=O)(=O)c2ccc(NC(=O)C3CC3)cc2)n1 | 7.3%
Cc1ccc(C(=O)Nc2ccc3nc(SCC(=O)N4CCCc5ccccc54)sc3c2)cc1 | 11.4%[76.3 µM]
CCOC(=O)CSc1nc2c(c(=O)[nH]1)C(C)(CC)Cc1ccccc1-2 (configuration not stated) | -3.6%
COc1ccccc1/C=C1/C(=O)N(c2ccccc2)N=C1C | ?
CN(CC(=O)N1CCCC1)S(=O)(=O)c1cccc(Cl)c1 | -7.9%
O=C(NCC1CCCO1)C1CCCN(S(=O)(=O)c2ccc(Cl)cc2)C1 (configuration not stated) | -0.5%
COc1ccc(CNC(=O)COCc2cc(-c3cccs3)on2)cc1OC | 16.0%[76.3 µM]
O=C(c1cncc(Br)c1)N1CCN(S(=O)(=O)c2ccc(Cl)cc2)CC1 | -0.1%
O=C1CN(C(=O)c2c(F)cccc2F)C(c2ccccc2)c2cc(Br)ccc2N1 (configuration not stated) | -7.1%
CC(=O)c1ccc(N2CCN(S(=O)(=O)c3c(C)[nH]c(C)c3C(=O)N3CCCCC3)CC2)cc1 | 0.3%[76.3 µM]
O=[N+]([O-])c1ccccc1S(=O)(=O)N1CCN(Cc2ccccc2)CC1 | -11.5%[76.3 µM]
COc1ccc(-n2c(SCC(=O)Nc3cc(C)on3)nc3c(c2=O)SCC3)cc1OC | 6.4%[76.3 µM]
COc1ccc(CN2CCN(Cc3ccco3)CC2)cc1 | -6.6%
CC(=O)Nc1cccc(NC(=O)c2csc(C)c2)c1 | -8.0%[76.3 µM]
O=C(COc1nsnc1N1CCOCC1)Nc1ccccc1Cl | -0.3%[76.3 µM]
Cc1cccnc1NC(=O)c1ccc(Cl)c(S(=O)(=O)N2CCCCCC2)c1 | -3.0%[76.3 µM]
O=C(N/N=C/c1ccsc1)c1c[nH]c2ccccc12 | -0.1%[76.3 µM]
Cn1cccc1-c1cc(C(=O)N/N=C/c2ccc(Cl)cc2)[nH]n1 | -2.2%[76.3 µM]
COc1ccc(S(=O)(=O)N2CCN(C(=O)COc3ccc(C)c(C)c3)CC2)cc1OC | -0.5%[76.3 µM]
Cc1ccc(CSc2nc3ccc(NC(=O)COc4ccccc4)cc3s2)cc1 | 10.7%[76.3 µM]
O=S(=O)(c1ccc(Br)cc1)c1nc(-c2ccccc2)oc1N1CCOCC1 | -0.2%[76.3 µM]
COc1ccc(CNc2cccc3[nH]c(C(F)(F)F)nc23)cc1OC | -0.6%
COc1ccc([N+](=O)[O-])cc1N1C(=O)c2cccnc2C1=O | 4.5%[76.3 µM]
CCN1CCN(C(CNS(=O)(=O)c2ccccc2)c2ccccc2)CC1 (configuration not stated) | 7.3%[76.3 µM]
N#CC/C(N)=N/Nc1nc2ccccc2nc1Cc1ccccc1 | 7.4%
Cc1ccoc1C(=O)Nc1ccc2ccccc2c1 | -16.7%
COc1ccc(NC(=O)CN(c2ccccc2C)S(C)(=O)=O)c(OC)c1 | 15.5%[76.3 µM]
O=C(Nc1nnc(S(=O)(=O)N2CCCc3ccccc32)s1)c1ccc(Cl)cc1 | -1.2%[76.3 µM]
Cn1c(C(=O)O)c(S(=O)(=O)c2ccc(Cl)cc2)c2ccccc21 | -1.2%
O=C(Nc1ccc(N2CCCCC2)cc1)c1ccc([N+](=O)[O-])o1 | 5.3%
COc1ccccc1CNC(=O)[C@H](C)NC(=O)C1CCN(C(=O)[C@@H](N)C(C)C)CC1 | 1.9%[76.3 µM]
CCOc1ccc(CCNC(=O)c2cnc(C)cn2)cc1OCC | -0.6%[76.3 µM]
Cc1ccccc1NC(=O)c1sc2nc3n(c(=O)c2c1C)N=C(c1ccccc1)CS3 | -6.7%[76.3 µM]
O=C(CCC(=O)N1CCSc2ccccc21)Nc1ccc(F)cc1 | -10.3%[76.3 µM]
Cc1ccc(C(=O)N2CCN(c3ncccn3)CC2)cc1 | -0.4%
O=C(C[n+]1cc(Br)cc2ccccc21)c1ccc(Br)cc1 | -3.6%[76.3 µM]
CC(C)=CC(=O)N1CC[C@@H](N2CCN(c3ccccc3F)CC2)[C@H](O)C1 | 9.1%[76.3 µM]
COc1ccc(/C=C2/C(=O)N(c3c(F)c(F)c(F)c(F)c3F)N=C2C)cc1 | ?
CCc1cccc(NS(=O)(=O)c2c(C)[nH]c(=O)[nH]c2=O)c1 | -0.6%
COc1ccc(OC)c(NC(=O)c2oc3c(c2C)-c2nn(Cc4ccc(Cl)cc4)cc2CC3)c1 | -11.3%[76.3 µM]
CCOc1ccccc1C(=O)NCC(=O)OCCOc1cccc(Cl)c1 | 1.3%[76.3 µM]
CCc1ccc(/C=C/c2c([N+](=O)[O-])c(=O)n(C)c(=O)n2C)cc1 | 3.5%
O=C1CC(c2cccc(O)c2)c2c(nc(SCc3ccccc3F)[nH]c2=O)N1 (configuration not stated) | -0.9%[76.3 µM]

A second format for part of the listing above.
CCN1CCN(C(CNS(=O)(=O)c2ccccc2)c2ccccc2)CC1 (configuration not stated)
- GAA glycogen: 7.3%[76.3 µM]

COc1ccc(OC)c(NC(=O)c2oc3c(c2C)-c2nn(Cc4ccc(Cl)cc4)cc2CC3)c1
- GAA glycogen: -11.3%[76.3 µM]

(list continues)
SMILES | GAA glycogen
CCC(=O)N1CCc2cc(S(=O)(=O)Nc3ccccc3C)ccc21 | -5.6%
CCOc1ccccc1OCC(=O)Oc1ccc(C)c(C)c1 | 10.5%[76.3 µM]
O=C(Nc1ccccc1C(=O)Nc1ccncc1)c1ccccc1 | -3.2%
COc1cc(CCC(=O)NNC(=O)c2ccc(Cl)cc2)cc(OC)c1OC | -4.3%
Cc1cccc(C(=O)NCC(=O)N2CCCC2)c1 | -9.7%[76.3 µM]
COC(=O)[C@@H](Cc1c[nH]c2ccccc12)NC(=O)C1CCCN(S(=O)(=O)c2ccc(C)cc2)C1 (some centres not stated) | 6.5%
Cc1ccc(-c2noc(CCCC(=O)NC3CCCCC3)n2)cc1 | -1.0%
CN(C)CCCN(C(=O)c1ccc(C(=O)c2ccccc2)cc1)c1nc2cc3c(cc2s1)OCO3 | -15.7%[76.3 µM]
CCOc1cc(/C=C2\SC(=S)N(NS(=O)(=O)c3ccccc3)C2=O)ccc1O | -5.0%
COc1cccc(CNC(=O)c2oc3c(c2C)-c2nn(Cc4cccc(Cl)c4)cc2CC3)c1OC | 0.2%[76.3 µM]
O=C(Nc1ccccc1N1CCCC1)c1ccccc1Cl | 4.6%[76.3 µM]
COc1ccc(C)cc1S(=O)(=O)N1CCN(C(=O)c2ncoc2-c2ccccc2F)CC1 | 1.7%
C/C(=N\Nc1nccnc1Cl)c1ccc(Cl)c(Cl)c1 | ?
NC(=O)c1nsc(C(=O)N(c2cccc(F)c2)C(C(=O)NCC2CCCO2)c2c[nH]c3ccccc23)c1N (configuration not stated) | -7.3%
COc1ccc(N(C(=O)c2snc(C(N)=O)c2N)C(C(=O)NCc2ccccc2)c2ccc(O)cc2)cc1OC (configuration not stated) | 0.0%[76.3 µM]
C/C(=N/Nc1ccccc1[N+](=O)[O-])c1ccc([N+](=O)[O-])cc1 | 2.9%
O=C(c1ccc(NC2=NC3CS(=O)(=O)CC3S2)cc1)N1CCN(c2ccc(F)cc2)CC1 (configuration not stated) | 14.2%[76.3 µM]
O=C(CSc1n[nH]c(-c2ccccc2)n1)NC1CCCCC1 | 4.0%[76.3 µM]
Cc1cccc2c3c([nH]c12)CCNC3 | -0.9%[76.3 µM]
CC(OC(=O)c1nsc(Cl)c1Cl)C(=O)NC1CCCCC1 (configuration not stated) | 4.6%

Not all compounds are listed, so the mix of outcomes need not match the whole.
